PAX8 inh HTS: inhibitors of PAX8-driven TPO luciferase reporter, primary screen, RMG-I cells, single concentration; SteadyGlo, 24 h; inhibition, % at 12.6 µM; actives 1.2% (n = 360,000);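 active = mean replicate inhibition at least 60% with every replicate also reaching 60%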;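 note: luciferase light reporting Pax8 driven TPO promoter activity; plate controls were median of neutral control wells for no effect and mitoxantrone controls for full effect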
C2C12 statin: suppressors of statin myotoxicity in C2C12 myotubes, primary screen, cell-based, single point, plate reader. C2C12 myotubes + simvastatin, ATP luminescence, 48 h; scaled: DMSO 0, geranylgeraniol control 100. actives 0.78% (n = 330,000). rescue of ATP level, % at 7.49 µM;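 active = mean ATP rescue above about 67%, or every replicate alone reaching that limit, limit read from the data, passing the limit was not always enough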;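 note: myotubes were challenged with 10 µM simvastatin during compound exposure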
PGC1a acetyl inh: inhibitors of PGC1a acetylation signal, primary screen, cell-based, U2OS, AlphaScreen, inhibitor mode | AlphaScreen anti-acetyl-lysine; with virally co-expressed GCN5 acetyltransferase | inhibition, % at 15.6 µM | actives 0.17% (n = 350,000);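 active = every replicate shows inhibition of at least 40%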;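 note: 0% = neutral control wells and 100% = positive control wells; some results beyond the cut were filed as inactive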
ARNT TACC3 PPI: disruptors of ARNT/TACC3 protein interaction, primary screen, biochemical, AlphaScreen, single concentration. Transforming acidic coiled-coil-containing protein 3 (Homo sapiens), Q9Y6A5. AlphaScreen His-ARNT PAS-B/GST-TACC3 binding, luminescence; TACC3 fragment carries E629A point mutation. inhibition, % at 9.99 µM. actives 0.66% (n = 390,000). AID 623870, 2012;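 active = mean inhibition of replicates at least 50% and at least half of replicates each reaching 50%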;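 note: 0% = complete ARNT plus TACC3 wells and 100% = ARNT alone without TACC3; many hits fall short of the cut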
PglD DTNB: C. jejuni PglD acetyltransferase inhibitors, primary screen, biochemical, DTNB colorimetric, single point; purified PglD enzyme, DTNB colorimetric CoA detection; AID 602405, 2012; actives 0.098% (n = 360,000); inhibition, % at 12.5 µM; in the data active = inhibition above about 16%, passing the limit was not always enough; note: strong numbers were not always called active
Cneo AK release: Cryptococcus neoformans cell lysis inducers, primary screen, AK release luminescence, single concentration | C. neoformans lysis, adenylate kinase release luminescence, 4 h; normalised: neutral wells 0, clomiphene wells 100 | lysis activity, % at 15 µM | actives 0.2% (n = 360,000);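 active = mean lysis activity across replicates of at least 80%, whatever share of replicates individually reach that level; inactive = mean lysis activity below 80%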
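read-out = cell lysis signal | test system = log-phase Cryptococcus neoformans yeast cells | input = cells at 5 × 10^6 per mL | medium = fresh YPD growth medium | signal = luminescent adenylate kinase detection reagent | timing = 4 h at 37 °C static, read 1 h later | dosing = single dose | controls = Clomiphene as positive lysis control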
LGR2 inh: inhibitors of bursicon-induced LGR2 CRE-luciferase signal, primary screen, cell-based, HEK293, CRE-luciferase reporter, bursicon stimulation | Drosophila bursicon receptor LGR2 (rickets) | bursicon-stimulated, 4 h | actives 0.35% (n = 380,000) | AID 720647, 2013 | inhibition, % at 9.99 µM;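 active = drop in luminescence signal, shown as inhibition above about 50% in the replicate tests, limit read from the data, passing the limit was not always enough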;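 note: agonist challenge used bursicon conditioned medium at about half maximal strength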
INS-1E GSIS act: GLuc luminescence reporter in INS-1E cells, primary screen for activators of glucose-dependent secretion of insulin | actives 0.61% (n = 370,000) | activation, % at 16.6 µM | INS-1E GLuc reporter insulin secretion, 2-3 h;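 active = lowest replicate activation of at least 40%, so every replicate reaches that level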;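 note: 0% = median of neutral control wells and 100% = median of IBMX positive control wells; some compounds called inactive have numbers as strong as hits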
The depositor's hits bear a star; & = joins results of further samples.

For O=C(c1ccco1)N1CCC(c2nc(-c3ccc(F)cc3)no2)CC1 the results were C2C12 statin 9.8, PGC1a acetyl inh 8.4, ARNT TACC3 PPI 5.2, PglD DTNB 0.8, Cneo AK release 0.5, LGR2 inh -9.4 and INS-1E GSIS act 1.4.
Fc1ccc(-n2c(Cc3ccccc3)nnc2SCc2nc(-c3cccs3)no2)cc1 was read as C2C12 statin -37.4, PGC1a acetyl inh -1.0, ARNT TACC3 PPI 5.6, PglD DTNB 0.4, Cneo AK release -0.4, LGR2 inh 5.2 and INS-1E GSIS act -24.7.
Screening Cc1ncc(CSCC(=O)Nc2cc(C(F)(F)F)ccc2Cl)c(CO)c1O returned PAX8 inh HTS -18.4, C2C12 statin 3.3, PGC1a acetyl inh -3.0, PglD DTNB -0.1, Cneo AK release -1.7, LGR2 inh 11.1 and INS-1E GSIS act -13.1.
Screening CNC[C@@H]1OCCCC[C@@H](C)Oc2ccc(NS(=O)(=O)c3ccc(F)cc3)cc2C(=O)N([C@H](C)CO)C[C@@H]1C returned PAX8 inh HTS -1.2, C2C12 statin 10.4, PGC1a acetyl inh 2.3, ARNT TACC3 PPI -7.1, PglD DTNB 3.2, Cneo AK release 0.6, LGR2 inh -7.6 and INS-1E GSIS act 4.0.
`CCCN(CC(=O)Nc1ccccc1C)C(=O)c1ccc2c(c1)OCO2` gave PAX8 inh HTS -4.6, C2C12 statin 4.2, PGC1a acetyl inh -26.8, PglD DTNB 1.3, Cneo AK release 0.0, LGR2 inh 2.2 and INS-1E GSIS act -1.6.
`Cc1ccc(S(=O)(=O)N(C)CC(=O)N(CC(C)C)C2CCS(=O)(=O)C2)cc1` (stereo not given) gave PAX8 inh HTS -2.0, C2C12 statin -9.9, ARNT TACC3 PPI -3.8, PglD DTNB -3.8, Cneo AK release -1.9, LGR2 inh 5.7 and INS-1E GSIS act 5.8.
C[C@H](CO)N1C[C@H](C)[C@H](CN(C)C(=O)Nc2ccc3c(c2)OCO3)Oc2ccc(NC(=O)Nc3cccc4ccccc34)cc2CC1=O was read as PAX8 inh HTS 8.8, C2C12 statin -6.5, PGC1a acetyl inh -4.5, PglD DTNB 3.9, Cneo AK release 5.9, LGR2 inh -9.4 and INS-1E GSIS act 1.9.
Screening CCN=C1SC(CC(=O)NCC)C(=O)N1CC (stereo not given) returned PAX8 inh HTS 7.6, PGC1a acetyl inh -3.5, ARNT TACC3 PPI 0.0, PglD DTNB 6.9 and Cneo AK release 1.6.
`C[n+]1cccc(C(=O)NNC(=O)C23CC4CC(CC(C4)C2)C3)c1` gave PAX8 inh HTS -9.8, PGC1a acetyl inh -6.1, ARNT TACC3 PPI -0.6, LGR2 inh -24.1 and INS-1E GSIS act 8.6.
`CCC(=O)c1cc(F)c(N2CCN(C(=O)c3ccco3)CC2)cc1C` gave PAX8 inh HTS -16.2, C2C12 statin 0.8, PGC1a acetyl inh 0.5, ARNT TACC3 PPI -3.0, PglD DTNB -1.5, Cneo AK release 1.6, LGR2 inh -28.8 and INS-1E GSIS act -23.2.
`C[C@H]1CN([C@@H](C)CO)C(=O)c2cc(-c3ccccc3)cnc2O[C@@H]1CN(C)C(=O)Cc1ccccc1` gave C2C12 statin 40.7, PGC1a acetyl inh -9.4, ARNT TACC3 PPI -0.2, PglD DTNB -1.9, Cneo AK release -4.2, LGR2 inh -7.4 and INS-1E GSIS act -13.9.
Screening C[C@@H]1CN([C@H](C)CO)C(=O)c2c(c3ccccc3n2C)-c2ccccc2CO[C@H]1CN(C)Cc1cccc(C(=O)O)c1 returned PAX8 inh HTS -15.0, C2C12 statin 4.8, PGC1a acetyl inh 7.8, PglD DTNB -1.2, Cneo AK release -1.2, LGR2 inh -0.5 and INS-1E GSIS act 0.4&10.3.
COc1ccc(NC(=O)N2CC[C@@H]3[C@H]2c2cc(Br)ccc2N(C)[C@@H]3CO)cc1 was read as PAX8 inh HTS -3.1, C2C12 statin 7.5, PGC1a acetyl inh 3.2, ARNT TACC3 PPI 0.7, PglD DTNB -8.1, Cneo AK release 15.3, LGR2 inh -3.3 and INS-1E GSIS act 16.8.
C[C@H](CO)N1C[C@H](C)[C@@H](CN(C)Cc2ccc(-c3ccccc3)cc2)Oc2ccc(NC(=O)NC3CCCCC3)cc2CC1=O was read as PAX8 inh HTS 56.2, C2C12 statin 20.8, PGC1a acetyl inh -2.2, ARNT TACC3 PPI 41.9, PglD DTNB -2.5, Cneo AK release 2.2, LGR2 inh 19.1 and INS-1E GSIS act -21.9.
Screening O=C(c1cnccn1)N1CC(=O)N2[C@H](CO)[C@@H](c3ccc(-c4cccc(F)c4)cc3)[C@@H]2C1 returned PAX8 inh HTS 11.9, PGC1a acetyl inh 4.6, LGR2 inh 1.2 and INS-1E GSIS act -10.7.
`Cn1cccc1Cc1nnc(SCC(=O)N2CCCCCC2)n1-c1ccc(F)cc1` gave PAX8 inh HTS 9.1, C2C12 statin -0.3, ARNT TACC3 PPI 1.2, PglD DTNB 2.2, Cneo AK release -0.6, LGR2 inh 4.6 and INS-1E GSIS act -13.0.
`Cc1ccc(S(=O)(=O)N[C@H]2C=C[C@@H](CC(=O)N3CCc4ccccc4C3)O[C@H]2CO)cc1` gave PAX8 inh HTS 12.4, C2C12 statin 1.0, PGC1a acetyl inh 2.5, ARNT TACC3 PPI -6.0, PglD DTNB -1.2, Cneo AK release 1.1, LGR2 inh 19.8 and INS-1E GSIS act -9.2.
Screening O=C1c2ccccc2C(=O)N1CN(C(=O)COc1ccccc1)c1ccccc1 returned C2C12 statin 0.9, PGC1a acetyl inh 4.1, ARNT TACC3 PPI -4.0, PglD DTNB -2.2 and Cneo AK release 14.8.
O=C(NCCc1ccccc1)c1ccc(Cl)c(S(=O)(=O)N2CCCC2)c1 was read as C2C12 statin 2.7, ARNT TACC3 PPI -0.3, PglD DTNB 1.7 and Cneo AK release 2.0.
For O=C(NC(=S)Nc1ccc(N2CCOCC2)cc1)c1cccc([N+](=O)[O-])c1 the results were PAX8 inh HTS -6.3, C2C12 statin 8.2, PGC1a acetyl inh 8.2, ARNT TACC3 PPI -1.8, PglD DTNB 3.0 and Cneo AK release 0.5.
`O=C(CNC(=O)c1ccc(Br)cc1)Nc1ccc2c(c1)CCC2` gave PAX8 inh HTS 4.3, C2C12 statin 1.8, ARNT TACC3 PPI -2.3, PglD DTNB 2.7, Cneo AK release 0.7, LGR2 inh 30.5 and INS-1E GSIS act 17.7.
`O=C(CNC(=O)c1cccs1)Nc1ccncc1` gave C2C12 statin 16.3, PGC1a acetyl inh 0.5, ARNT TACC3 PPI -3.3, PglD DTNB -3.5, Cneo AK release -0.5, LGR2 inh 4.0 and INS-1E GSIS act 13.1.
For CC(=O)c1ccc(OCC(=O)OCC(=O)c2ccc(S(=O)(=O)N3CCCCC3)cc2)cc1 the results were PAX8 inh HTS -4.8, C2C12 statin 3.1, PGC1a acetyl inh 7.5, PglD DTNB 2.0, Cneo AK release 2.7, LGR2 inh -15.9 and INS-1E GSIS act 9.3.
`Clc1ccccc1OCCN1CCCCC1` gave C2C12 statin -16.8, PGC1a acetyl inh 9.6, ARNT TACC3 PPI -31.0, PglD DTNB -1.0, Cneo AK release 0.7, LGR2 inh -1.8 and INS-1E GSIS act 13.8.
Screening CN1CCN(C(=O)C[C@H]2C[C@@H]3c4cc(NC(=O)NC5CCCC5)ccc4O[C@@H]3[C@H](CO)O2)CC1 returned PAX8 inh HTS -1.2, C2C12 statin -4.2, PGC1a acetyl inh -10.2, ARNT TACC3 PPI -12.2, PglD DTNB -0.5, Cneo AK release -56.0, LGR2 inh 1.3 and INS-1E GSIS act 9.1.
`CO[C@H]1CN(C)C(=O)c2cc(NC(C)=O)ccc2OC[C@H](C)N(Cc2ccncc2)C[C@@H]1C` gave C2C12 statin -1.1, PGC1a acetyl inh 4.8, ARNT TACC3 PPI -1.1, PglD DTNB 0.8, Cneo AK release -2.2, LGR2 inh 16.1 and INS-1E GSIS act 4.3.
Screening COc1cccc(CN2C(=O)NC3(CCCCCC3)C2=O)c1 returned PAX8 inh HTS -17.9, C2C12 statin -12.1, ARNT TACC3 PPI 1.1, PglD DTNB -1.8, Cneo AK release 0.2, LGR2 inh -6.7 and INS-1E GSIS act 1.4.
Screening CCNC(=O)C1(C)CCCN(CC(=O)c2ccccc2OC)C1 (stereo not given) returned C2C12 statin 8.2, PGC1a acetyl inh 6.3, PglD DTNB -0.6, Cneo AK release -4.1 and LGR2 inh -9.1.
For Cc1cc(C(=O)N/N=C/c2cccnc2)n[nH]1 the results were PAX8 inh HTS -3.8, PGC1a acetyl inh 7.0, ARNT TACC3 PPI -1.4, PglD DTNB -1.2, Cneo AK release -0.8, LGR2 inh -4.2 and INS-1E GSIS act 16.2.
Screening Cc1occc1C(=O)NC1CCCCCC1 returned C2C12 statin 4.2, PGC1a acetyl inh -14.6, PglD DTNB 1.1, Cneo AK release -0.6, LGR2 inh -3.2 and INS-1E GSIS act 15.3.
COc1ccc(NC(=O)N(C)C[C@@H]2Oc3c(NS(C)(=O)=O)cccc3C(=O)N([C@H](C)CO)C[C@@H]2C)cc1 was read as PGC1a acetyl inh 3.9, ARNT TACC3 PPI 0.0, PglD DTNB 1.2, Cneo AK release -2.6, LGR2 inh -7.4 and INS-1E GSIS act 13.1.
For COc1ccc(C(=O)N2CCCC(C(=O)c3ccccc3OC)C2)cc1OC (stereo not given) the results were PAX8 inh HTS 1.3, C2C12 statin 14.9, PGC1a acetyl inh -2.9, ARNT TACC3 PPI -3.5, PglD DTNB -4.3, Cneo AK release -2.7, LGR2 inh -0.5 and INS-1E GSIS act 44.8.
For Cc1ccc(S(=O)(=O)N2CCCC2)cc1C(=O)NCCN1CCOCC1 the results were PGC1a acetyl inh 6.6, ARNT TACC3 PPI -1.4, PglD DTNB 3.5, Cneo AK release 1.4 and LGR2 inh -3.1.
CC(C)NC(=O)Nc1cccc2c1O[C@@H](CN(C)Cc1ccccc1)[C@@H](C)CN([C@@H](C)CO)C2=O was read as PAX8 inh HTS 4.9, C2C12 statin 2.1, PGC1a acetyl inh -6.8, PglD DTNB -1.1, Cneo AK release 2.4, LGR2 inh -2.0 and INS-1E GSIS act 8.2.
Screening O=C(c1cnccn1)N1CC(=O)N2[C@@H](CO)[C@H](c3ccc(C4=CCCCC4)cc3)[C@@H]2C1 returned PAX8 inh HTS -30.0, PGC1a acetyl inh -9.0, LGR2 inh -15.4 and INS-1E GSIS act 0.9.
`CCn1c2ccccc2c2cc(NC(=O)CSc3nnc(C4CC4)n3Cc3ccco3)ccc21` gave C2C12 statin -5.8, PGC1a acetyl inh -26.4, ARNT TACC3 PPI 0.3, PglD DTNB 2.1, Cneo AK release -0.9, LGR2 inh 10.8 and INS-1E GSIS act -24.6.

Gathered by group, the compounds so far containing two or more sulfur atoms (two)
Fc1ccc(-n2c(Cc3ccccc3)nnc2SCc2nc(-c3cccs3)no2)cc1 was read as C2C12 statin -37.4, PGC1a acetyl inh -1.0, ARNT TACC3 PPI 5.6, PglD DTNB 0.4, Cneo AK release -0.4, LGR2 inh 5.2 and INS-1E GSIS act -24.7.
`Cc1ccc(S(=O)(=O)N(C)CC(=O)N(CC(C)C)C2CCS(=O)(=O)C2)cc1` (stereo not given) gave PAX8 inh HTS -2.0, C2C12 statin -9.9, ARNT TACC3 PPI -3.8, PglD DTNB -3.8, Cneo AK release -1.9, LGR2 inh 5.7 and INS-1E GSIS act 5.8.

This is a random part of the collection (roughly 2.9% active in at least one column).
